Source: PubChem BioAssay
F508del corr = CFTR F508del correction in bronchial cells. activity (quench increase), % at 7.58 µM. actives 0.36% (n = 350,000). AID 720511. CFBE cells, YFP halide quenching; stimulated with forskolin plus potentiator P3; % fluorescence drop versus neutral controls;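 active = mean added fluorescence quench of at least 8% versus neutral control, with both replicates also reaching 8%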;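 note: cells transiently co-express mutant CFTR-F508del with the halide-sensitive YFP; corrector assay measuring rescue of mutant channel to the surface after 24 h compound exposure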
ERAP1 inh = inhibitors of human ERAP1 aminopeptidase | Q9NZ08 | recombinant ERAP1, Leu-AMC fluorescence, 60 min | inhibition, % at 10.7 µM | actives 0.15% (n = 340,000) | AID 652197;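 active = mean replicate inhibition of at least 30%, or all replicates individually reaching that 30% level; inactive = mean below 30% and not every replicate reaching it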;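 note: 0% = neutral control wells and 100% = L-leucinethiol positive control wells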
ARNT-TACC3 inh = ARNT/TACC3 interaction disruption; Q9Y6A5; AlphaScreen His-ARNT PAS-B/GST-TACC3 binding, luminescence; TACC3 fragment carries E629A point mutation; actives 0.66% (n = 390,000); inhibition, % at 9.99 µM;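 active = mean inhibition of replicates at least 50% and at least half of replicates each reaching 50%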;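 note: 0% = complete ARNT plus TACC3 wells and 100% = ARNT alone without TACC3; many hits fall short of the cut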
GSIS activator = primary screen for activators of insulin secretion dependent on glucose, INS-1E cells, GLuc reporter luminescence. AID 743287. actives 0.61% (n = 370,000). activation, % at 16.6 µM. INS-1E GLuc reporter insulin secretion, 2-3 h;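 active = lowest replicate activation of at least 40%, so every replicate reaches that level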;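 note: 0% = median of neutral control wells and 100% = median of IBMX positive control wells; some compounds called inactive have numbers as strong as hits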
RAD54 inh = inhibitors of human RAD54 branch migration; RAD54 Holliday junction branch migration, FAM/BHQ fluorescence; inhibition, % at 10.4 µM; actives 0.14% (n = 360,000); AID 602329;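 active = mean normalized replicate activity at least 40 and at least half of replicates scoring 40 or more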;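 note: 0% = median of neutral control wells and 100% = median of positive control wells; inhibitors cause a drop in the FAM fluorescence signal; in these data hits start at about 50%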
Target sequence (Q92698 whole entry, looked up): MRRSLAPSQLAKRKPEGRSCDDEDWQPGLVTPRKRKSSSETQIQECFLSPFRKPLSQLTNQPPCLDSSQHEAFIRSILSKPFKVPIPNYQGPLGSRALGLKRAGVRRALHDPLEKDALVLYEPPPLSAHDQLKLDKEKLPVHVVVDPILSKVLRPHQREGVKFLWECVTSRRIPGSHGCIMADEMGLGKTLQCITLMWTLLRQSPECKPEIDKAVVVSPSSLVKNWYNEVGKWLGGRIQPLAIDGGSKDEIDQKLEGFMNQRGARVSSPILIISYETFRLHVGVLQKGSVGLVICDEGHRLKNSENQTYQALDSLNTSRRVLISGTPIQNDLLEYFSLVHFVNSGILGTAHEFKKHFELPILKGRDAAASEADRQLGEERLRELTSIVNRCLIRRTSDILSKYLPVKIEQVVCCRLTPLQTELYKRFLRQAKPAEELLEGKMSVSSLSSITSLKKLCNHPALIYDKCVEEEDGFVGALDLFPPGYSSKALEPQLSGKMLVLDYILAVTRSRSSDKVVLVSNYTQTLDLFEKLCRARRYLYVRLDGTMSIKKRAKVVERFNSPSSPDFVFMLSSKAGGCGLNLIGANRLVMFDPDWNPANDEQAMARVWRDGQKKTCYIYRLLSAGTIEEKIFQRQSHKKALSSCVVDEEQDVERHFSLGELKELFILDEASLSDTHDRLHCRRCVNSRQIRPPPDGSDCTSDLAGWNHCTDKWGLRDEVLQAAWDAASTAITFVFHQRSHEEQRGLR
RAD52 anneal inh = inhibitors of human RAD52 DNA annealing. P43351. recombinant RAD52 DNA annealing, FRET fluorescence. inhibition, % at 18.7 µM. actives 0.46% (n = 360,000). AID 651710;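 active = every replicate showing at least 50% inhibition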
XiGFP reactiv = reactivates the inactive X chromosome in mouse fibroblasts. activation, % at 7.58 µM. AID 743238. actives 0.055% (n = 360,000). XiGFP mouse fibroblasts, % GFP-positive cells imaging, 3 d; cells co-treated with 5-aza-dC sensitizer; scaled so ellipticine positive control = 100%;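 active = mean normalized replicate activation at least 10% and every replicate at or above 10%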;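 note: 0% = median of on-plate neutral control wells and 100% = ellipticine 6 µM median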
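System: XiGFP fibroblasts, SV40-immortalized. Medium: DMEM plus 5-aza-dC sensitizer. Doses: single point. Timing: 3 d treatment, 15 min room-temperature fixation. Control set: ellipticine 6 µM.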
esBAF inh = SWI/SNF esBAF complex inhibition; reporter increase, % at 12.5 µM; mouse ES cells, Bmi1-luciferase knock-in reporter, 24 h; 100% = twice the neutral-well signal; actives 2% (n = 350,000); in the data active = activation above about 40%;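 note: 0% = median of the plate's neutral control wells and 100% = double that signal; a rise in the Bmi1 reporter signal indicates esBAF inhibition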
Starred values were filed as active, the others as inactive; . = no result given.

SMILES | F508del corr | ERAP1 inh | ARNT-TACC3 inh | GSIS activator | RAD54 inh | RAD52 anneal inh | XiGFP reactiv | esBAF inh
CO[C@H](CN(C)Cc1ccc2c(c1)OCO2)[C@H](C)CN(C(=O)c1ccccc1)[C@@H](C)CO | 1.1 | -6 | 13 | 0 | 5 | 4 | 0.1 | -5
Cc1cc(NC(=S)N(Cc2ccc(Cl)cc2)Cc2ccc(C(=O)O)cc2)ccc1Cl | -2.6 | 1 | -5 | -37 | 1 | -15 | 0.0 | 6
COCCN1C(=O)/C(=C/c2ccc(N3CCCC3)cc2)SC1=S | 4.4 | -2 | -18 | 1 | . | -33 | 0.3 | .
COc1ccc(C(=O)c2[nH]c(N)c(C(=O)NCCc3c[nH]c4ccccc34)c2-c2ccc(C(F)(F)F)cc2)cc1 | 1.5 | 1 | . | -11 | . | -11 | 0.0 | .
C[C@H]1CN([C@@H](C)CO)C(=O)c2cc(C#CCN(C)C)cnc2O[C@H]1CN(C)Cc1ccc2c(c1)OCO2 | 0.1 | -2 | -7 | 11 | -3 | -4 | -0.3 | -5
C[C@@H]1CN([C@H](C)CO)C(=O)c2cc(NC(=O)CCN3CCOCC3)ccc2O[C@H]1CN(C)Cc1ccc(C(=O)O)cc1 | -2.1 | 0 | -4 | 5 | -2 | -6 | -1.3 | -12
CCc1nnc(SCC(=O)Nc2nnc(C)s2)n1CC1CCCO1 (configuration not stated) | 1.5 | -2 | -12 | 21 | 10 | -9 | 0.0 | 2
CSc1ccccc1NC(=O)CCc1ccccc1 | -2.0 | 2 | -2 | -5 | -6 | -8 | 0.3 | 9
CCOC(=O)C1(C)CCCN(C(=O)c2ccc3c(c2)CCO3)C1 (configuration not stated) | 1.5 | -2 | . | 5 | -11 | -13 | -0.1 | -5
CNC(=O)C[C@@H]1CC[C@H]2[C@@H](COc3ccc(NS(=O)(=O)c4ccc(F)cc4)cc3C(=O)N2C)O1 | 1.2 | . | -4 | 1 | 4 | . | 0.1 | -4
N#Cc1ccc(C(=O)N2CCCCC2c2cc(C(=O)Nc3ccccc3Cl)no2)cc1 (configuration not stated) | 1.1 | 14 | . | -6 | 1 | -13 | 0.1 | 3
Cc1ccccc1NC(=O)CN1C(=O)NC(C)(CCc2ccccc2)C1=O (configuration not stated) | 1.3 | 3 | 5 | 12 | . | -13 | 0.1 | .
CCN1CCN(C(=O)CSc2nc(N)cc(N)n2)CC1 | 0.4 | -1 | -13 | 3 | . | 39 | 0.0 | .
COc1cc(/C=N/Nc2nc(-c3ccc(S(=O)(=O)N(C)C)cc3)cs2)ccc1O | -0.5 | 0 | -5 | . | 5 | 1 | -0.1 | 11
CC(=O)Nc1ccc(NC(=O)c2ccc(S(=O)(=O)N(C)c3ccccc3)cc2)cc1 | -1.0 | 2 | 4 | -16 | 1 | -12 | -0.1 | 5
CCC(=O)N(C)C[C@@H]1Oc2cc(-c3cccc(OC)c3)ccc2S(=O)(=O)N([C@@H](C)CO)C[C@@H]1C | -0.2 | 2 | -11 | 0 | 4 | 3 | -0.1 | 0
Cc1ccc(C2(C)NC(=O)N(CC(=O)N3CCN(S(=O)(=O)c4ccc(Cl)s4)CC3)C2=O)cc1 (configuration not stated) | 2.4 | 3 | -4 | -9 | . | -56 | 0.0 | .
O=C(COC(=O)c1ccc2ccccc2c1O)NCc1ccccc1 | 0.1 | 0 | -2 | 10 | 6 | -6 | 0.0 | 3
CCOC(=O)c1csc(CCNC(=O)c2ccccc2)n1 | 1.9 | 2 | . | -1 | . | -8 | 0.0 | .
CC(=O)c1cccc(NC(=O)Nc2ccc(C(=O)N3CCOCC3)cc2)c1 | . | . | 0 | 0 | 12 | . | . | -7
COC(=O)c1cc(Cl)cc2c(CCO)c[nH]c12 | -1.2 | 0 | -5 | 5 | -1 | -1 | 1.0 | 15
NC(=O)C1(N2CCCCC2)CCN(C(=O)c2ccccc2)CC1 | -1.4 | -1 | 3 | 1 | -1 | 0 | 0.1 | -3
O=C(COC(=O)c1c(F)cccc1F)Nc1ccc(N2CCCCC2)cc1 | 1.9 | 0 | 3 | -29 | -12 | -12 | 0.0 | 16
C[C@@H]1CN([C@H](C)CO)C(=O)c2cc(NC(=O)Nc3cccc4ccccc34)ccc2O[C@H]1CN(C)C(=O)Nc1ccc2c(c1)OCO2 | 1.8 | 1 | -4 | 16 | -7 | 3 | -0.1 | 4
CCCCN(C=O)c1c(CC)nc2c(OCCOc3ccccc3)cccn12 | 0.3 | 4 | . | -13 | -8 | 4 | 0.0 | -2
Continuation.
SMILES | F508del corr | ERAP1 inh | ARNT-TACC3 inh | GSIS activator | RAD54 inh | RAD52 anneal inh | XiGFP reactiv | esBAF inh
COc1ccc(S(=O)(=O)Nc2cccc3c2O[C@@H](CN(C)C(=O)Nc2c(C)noc2C)[C@H](C)CN([C@H](C)CO)C3=O)cc1 | 2.2 | 6 | -2 | 1 | -1 | -6 | 0.0 | 0
O=C(NCc1ccncc1)c1ccc2nc([C@@H]3O[C@H](CO)[C@H](O)[C@H](O)[C@H]3O)[nH]c2c1 | -0.8 | -4 | . | . | -16 | 10 | -0.1 | -1
COc1ccccc1-c1nnc(C2CCN(S(=O)(=O)c3cccc([N+](=O)[O-])c3)CC2)o1 | 1.1 | 0 | 6 | -6 | 3 | -8 | 0.0 | -6
COc1cccc(NC(=O)C2CCN(C(=O)NC3CCCCC3)CC2)c1 | -1.2 | -4 | -8 | -10 | 10 | -16 | -0.1 | 1
COc1ccccc1/C=N/NC(=O)C(=O)NCc1cccnc1 | -1.0 | -3 | -6 | 11 | 0 | -7 | 0.0 | -6
Cc1nnc(SCC(=O)Nc2ccc([N+](=O)[O-])cc2)n1C | 1.5 | -8 | -3 | 2 | 3 | -7 | 0.0 | 8
C[C@H](CO)N1C[C@H](C)[C@@H](CN(C)C(=O)C2CC2)Oc2cc(C#CC3CCCC3)ccc2S1(=O)=O | -0.8 | 4 | 1 | -20 | -7 | 14 | -0.4 | -3
COc1cccc(C2NC(=O)NC(C)=C2C(=O)Nc2ccc(C)cc2)c1OC (configuration not stated) | -1.6 | 8 | 5 | 0 | 5 | 7 | . | -9
COc1ccc([C@H]2CC(=O)C[C@@H](CCn3cc(-c4ccncc4)nn3)O2)cc1 | -1.6 | . | . | 5 | . | -8 | 0.0 | .
C[C@@H]1CCCCO[C@@H](CN(C)S(=O)(=O)c2cccs2)[C@H](C)CN([C@H](C)CO)C(=O)c2cc(NS(=O)(=O)c3ccc(Cl)cc3)ccc2O1 | -3.5 | 0 | 16 | -7 | -2 | -21 | -0.1 | -1
O=C(Nc1ccccc1)C(Cl)C(=O)c1ccccc1 (configuration not stated) | -1.7 | -2 | 2 | 2 | -6 | -1 | 0.0 | 13
COc1ccc(-n2ncc3c(=O)n(CC(=O)Nc4ccc5c(c4)OCCO5)cnc32)cc1 | 0.8 | 2 | -6 | 14 | -2 | -4 | 0.0 | -3
Cc1noc(C)c1NC(=O)Nc1cccc2c1O[C@@H](CN(C)C(=O)NC(C)C)[C@H](C)CN([C@H](C)CO)C2=O | 3.8 | 0 | 9 | 11 | 0 | 2 | -0.4 | -2
CC1=C(C(=O)N2CCOCC2)CC(CC(=O)NCCN2CCOCC2)C(=O)N1Cc1ccc(F)cc1 (configuration not stated) | 0.6 | . | . | 1 | -1 | -15 | 0.4 | -5
CCCNC(=O)N(C)C[C@@H]1Oc2ncc(C#CC3(O)CCCC3)cc2C(=O)N([C@H](C)CO)C[C@@H]1C | -0.2 | 1 | 0 | 18 | 4 | 14 | 0.1 | 8
CC1CN(C(=O)C2(C)CC2(Br)Br)CC(C)O1 (configuration not stated) | . | . | -5 | 10 | -5 | . | . | 9
COc1cc(N)c2ncsc2c1 | -2.9 | -1 | 14 | -22 | 1 | -9 | 0.1 | 0
N#CCCC(C#N)(c1cccnc1)N1CCOCC1 (configuration not stated) | 1.1 | 5 | . | 8 | -5 | -5 | 0.1 | -4
C=CCc1cccc(/C=N/NC(=O)c2ccc3nc[nH]c3c2)c1O | 2.2 | 2 | 9 | -23 | 11 | -3 | 0.0 | -24
O=C(COc1nncc2ccccc12)Nc1ccc(F)c(F)c1 | -1.1 | 3 | -5 | 4 | . | -7 | 0.1 | .
C/C=C/c1ccc([C@@H]2[C@@H](CO)N(C(=O)C3CC3)[C@H]2CN(C)C(C)=O)cc1 | -0.7 | 1 | 0 | -3 | 7 | -10 | 0.0 | -4
O=C(Nc1ccc(Cl)cc1)N[C@H]1CC[C@@H](CCn2cc(Cc3ccccc3)nn2)O[C@H]1CO | 0.7 | -6 | -9 | 0 | -2 | -3 | 0.2 | -1
Cc1c(C(C)(C)C)sc(=NC(=O)c2ccccc2O)n1C | -0.9 | 1 | -6 | 0 | 3 | -3 | 0.1 | 17
CCOc1ccc(-c2csc(NNC3=NCCCCC3)n2)cc1 | 4.9 | 0 | -3 | 5 | . | 2 | 0.0 | .
C[C@H]1CN([C@@H](C)CO)S(=O)(=O)c2ccc(/C=C/c3ccccc3)cc2O[C@H]1CN(C)C(=O)c1ccccc1 | 4.9 | . | 9 | 0 | -5 | . | -0.3 | 1

Record cards, from the list above. Screens in order: F508del corr, ERAP1 inh, ARNT-TACC3 inh, GSIS activator, RAD54 inh, RAD52 anneal inh, XiGFP reactiv, esBAF inh
C[C@@H]1CCCCO[C@@H](CN(C)S(=O)(=O)c2cccs2)[C@H](C)CN([C@H](C)CO)C(=O)c2cc(NS(=O)(=O)c3ccc(Cl)cc3)ccc2O1 is listed with -3.5, 0, 16, -7, -2, -21, -0.1, -1
C=CCc1cccc(/C=N/NC(=O)c2ccc3nc[nH]c3c2)c1O is listed with 2.2, 2, 9, -23, 11, -3, 0.0, -24
N#CCCC(C#N)(c1cccnc1)N1CCOCC1 (configuration not stated) is listed with 1.1, 5, ., 8, -5, -5, 0.1, -4

More results follow:
SMILES | F508del corr | ERAP1 inh | ARNT-TACC3 inh | GSIS activator | RAD54 inh | RAD52 anneal inh | XiGFP reactiv | esBAF inh
CCOc1ccc2oc(C(=O)NC(C)(C)CC)c(C)c2c1 | -4.3 | 2 | . | 0 | -7 | -22 | 0.3 | 39
CCOC(=O)c1cc(-c2ccc(F)cc2)n(CC(=O)NC(C)CC)c1C (configuration not stated) | 0.7 | -2 | 3 | -2 | . | -3 | 0.1 | .
CC/C(=N\NC(=O)CCC(=O)NCc1ccccc1)c1ccc(O)cc1 | -2.4 | -2 | -6 | 8 | -2 | -12 | 0.0 | -10
C/C=C/c1ccc([C@@H]2[C@H]3CN(C(=O)c4ccc(F)cc4)CC(=O)N3[C@H]2CO)cc1 | 1.6 | . | . | -1 | . | -6 | 0.2 | .
C/C(=C\c1ccccc1)C(=O)NCCc1ccccc1 | -0.4 | -6 | -3 | -4 | . | -14 | 0.1 | .
CN1CCn2cnc(C(=O)NCC(=O)OC(C)(C)C)c2C1=O | -1.8 | -2 | . | 2 | 4 | -12 | 0.1 | -4
COCCNC(=S)N(C)[C@H]1C[C@H]2c3cc(N4CCN(C)CC4)ccc3CCN2C(=O)[C@H]1[C@H](C)O | 3.0 | 5 | . | 3 | -6 | -7 | 0.1 | 1
CC(=O)N1CCc2cc(S(=O)(=O)NC(Cc3ccccc3)C(=O)NC3CCCCCC3)ccc21 (configuration not stated) | . | . | -9 | -7 | -4 | . | . | -1
CCCNC(=O)C[C@H]1C[C@@H]2c3cc(NC(=O)Nc4ccc(F)cc4)ccc3O[C@@H]2[C@H](CO)O1 | -0.7 | 0 | 2 | 26 | 0 | -5 | -0.1 | 7
COC(=O)c1ccccc1NC(=O)NN1CCN(C)CC1 | 0.0 | -2 | 8 | 11 | 1 | -9 | -0.1 | .
O=C(CSc1cccc[n+]1[O-])Nc1cc(Cl)ccc1[N+](=O)[O-] | 0.1 | 5 | -7 | 0 | . | -9 | 0.1 | .
